Artemis inh = inhibitors of human Artemis endonuclease activity | Q96SD1 | recombinant Artemis, quenched FAM hairpin cleavage fluorescence | inhibition, % at 10 µM | actives 0.78% (n = 30,000) | AID 686954;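 active = at 10 µM dose, at least 30% inhibition, measured as corrected fluorescence normalized to stimulator and neutral control wells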
Target sequence (Q96SD1 whole entry, looked up): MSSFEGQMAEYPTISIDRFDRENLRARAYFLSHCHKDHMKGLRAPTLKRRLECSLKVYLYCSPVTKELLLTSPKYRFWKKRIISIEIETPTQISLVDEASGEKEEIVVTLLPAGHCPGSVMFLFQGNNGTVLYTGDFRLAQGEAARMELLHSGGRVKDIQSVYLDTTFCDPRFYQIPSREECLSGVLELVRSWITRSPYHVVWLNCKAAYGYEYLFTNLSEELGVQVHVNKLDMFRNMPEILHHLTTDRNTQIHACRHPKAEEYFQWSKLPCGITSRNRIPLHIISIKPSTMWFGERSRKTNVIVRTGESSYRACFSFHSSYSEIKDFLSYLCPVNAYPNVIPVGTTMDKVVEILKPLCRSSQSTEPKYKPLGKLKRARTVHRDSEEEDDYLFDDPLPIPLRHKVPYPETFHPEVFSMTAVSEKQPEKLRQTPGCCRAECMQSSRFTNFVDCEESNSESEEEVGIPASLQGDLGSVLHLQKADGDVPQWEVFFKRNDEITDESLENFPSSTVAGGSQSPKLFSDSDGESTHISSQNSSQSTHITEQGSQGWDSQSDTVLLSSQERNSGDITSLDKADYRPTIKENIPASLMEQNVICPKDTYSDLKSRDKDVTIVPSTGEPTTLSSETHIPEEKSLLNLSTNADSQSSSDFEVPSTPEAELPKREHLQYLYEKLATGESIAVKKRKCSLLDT
Numbers without * were called inactive. An excerpt; count on the stated rates, not on these rows.

> Cc1ccccc1C(=O)N=c1sccn1C
  Artemis inh: 6
> N/C(=N\OC(=O)c1ccccc1[N+](=O)[O-])c1cccnc1
  Artemis inh: 2
> CCCOc1ccc(C2/C(=C(/O)c3ccccc3)C(=O)C(=O)N2CCCN(C)C)cc1OC (configuration not stated)
  Artemis inh: 4
> c1ccc(OCCSc2nnnn2-c2ccccc2)cc1
  Artemis inh: 1
> OCc1cn(-c2ccccc2)nc1-c1ccc(-c2nn(-c3ccccc3)cc2CO)cc1
  Artemis inh: -19
> Cc1ccc2nc(NCCCN3CCOCC3)c(C=NCCCN3CCOCC3)c(=O)n2c1
  Artemis inh: 9
> O=C(NCCc1c[nH]c2ccccc12)C(F)(F)C(F)F
  Artemis inh: 2
> CCOC(=O)c1c(C)sc2c1N(C(C)=O)c1cc(Cl)ccc1S2
  Artemis inh: 4
> c1ccc(-c2ccc(-c3cnc4n3CCCCC4)cc2)cc1
  Artemis inh: -2
> C=CCSc1nc2ccccc2[nH]1
  Artemis inh: 4
> COCCOC(=O)C1=C(C)NC2=C(C(=O)CC(c3cccs3)C2)C1c1ccsc1 (configuration not stated)
  Artemis inh: -8
> CC1CC(C)CN(CC(=O)N2CCc3[nH]c4ccccc4c3C2)C1 (configuration not stated)
  Artemis inh: -2
> COC(=O)c1nnn(-c2nonc2N)c1-c1cccs1
  Artemis inh: -11
> Cn1c(N)c(C(=O)COC(=O)C2=COCCO2)c(=O)n(C)c1=O
  Artemis inh: -5
> Cc1ccc(CCNC(=O)C2CCN(c3nn4c(=O)cc(C)nc4s3)CC2)cc1
  Artemis inh: 7

> COc1ccc(/C=N\NC(=S)SCN2C(=O)C3CCC(C)(C2=O)C3(C)C)cc1 (configuration not stated)
  Artemis inh: 4
> Cc1ccc2c(c1)c1c(n2CC(O)Cn2c(C)nc3ccccc32)/C(=N\O)CCC1 (configuration not stated)
  Artemis inh: 5
> COc1cccc(OCCOc2ccccc2[N+](=O)[O-])c1
  Artemis inh: -1
> Cc1ccccc1N1C(=O)c2ccccc2N2C(=O)c3ccccc3C12 (configuration not stated)
  Artemis inh: 4
> O=C(/C=C/c1cccc2ccccc12)NCCC1=CCCCC1
  Artemis inh: -6
> O=C(Nc1ncn[nH]1)C(F)(F)C(F)F
  Artemis inh: -6
> CCC(=O)Nc1cc(Cl)ccc1N1CCN(C(=O)CC)CC1
  Artemis inh: -3
> CCOC(=O)N1CCN(C(=O)c2ccccc2Oc2ccccc2)CC1
  Artemis inh: -7
> CCCCOc1ccc(C(=O)Nc2ccc(S(=O)(=O)Nc3cc(C)on3)cc2)cc1OC
  Artemis inh: 6
> O=C(Nc1ccccc1Cl)N1CCN(c2ncccn2)CC1
  Artemis inh: 5
> C=CCOC(=O)C1=C(C)NC(SC)=C(C#N)C1c1cccs1 (configuration not stated)
  Artemis inh: -1
> c1nc2nc3c(c(N4CCOCC4)n2n1)CCCC3
  Artemis inh: 2
> O=c1nc2n(c3sc4c(c13)CCCC4)C(CBr)CS2 (configuration not stated)
  Artemis inh: 0
> CSc1nsc(SC)c1NC(=O)N1CCCCC1
  Artemis inh: -2
> C=CCn1c(CNc2ccc(C)cc2)nnc1SCC(=O)N/N=C/c1ccc(O)cc1
  Artemis inh: 9

> Cc1cc(N2CCN(c3ccccn3)CC2)n2nc(C)nc2n1
  Artemis inh: -8
> O=S(=O)(N/N=C/c1ccc(Cl)cc1)c1ccc(Cc2ncc(C(F)(F)F)cc2Cl)s1
  Artemis inh: 26
> O=C(CSCc1cccc(CSCC(=O)Nc2ccccc2)n1)Nc1ccccc1
  Artemis inh: 17
> COc1cc(NC(=O)c2ccc(-c3ccc(Br)cc3)o2)ccc1NC(=O)C(C)C
  Artemis inh: 2
> COc1cccc(C(=O)Nc2ccc(N3CCCC3)cc2)c1
  Artemis inh: 3
> O=C(NCc1ccccc1Cl)c1cnccn1
  Artemis inh: -1
> CCCC(c1nnnn1CCOC)N1CCN(c2cccc(OC)c2)CC1 (configuration not stated)
  Artemis inh: -6
> CC1CCCCC1NC(=O)C1Cc2ccccc2CN1S(C)(=O)=O (configuration not stated)
  Artemis inh: 1
> CC(C)c1nnc(SCc2ccc(CSc3nnc(C(C)C)n3N)cc2)n1N
  Artemis inh: -5
> COc1ccc(C2CC(=O)C=C(NCC3CCCO3)C2)cc1 (configuration not stated)
  Artemis inh: -4
> O=c1[nH]c(-c2ccccc2O)nc2c1CCCC2
  Artemis inh: -5
> Cc1cc(C)cc(OCC(=O)NNC(=O)CCC(=O)NCc2ccccc2)c1
  Artemis inh: 2
> COc1ccccc1-c1nc(C#N)c(NCc2ccc(F)cc2)o1
  Artemis inh: 15
> COC(=O)CSc1nc(-c2ccc(F)cc2)cc(C(F)(F)F)n1
  Artemis inh: -2
> Cc1ccc(-c2nnc(SCC(=O)N3CCCC3)o2)cc1C
  Artemis inh: -1

> CCn1cc(C(=O)NCc2ccc(C)o2)c2cc(OC)c(OC)cc2c1=O
  Artemis inh: -2
> CCC(=O)c1ccc(OCCSc2ncccn2)cc1
  Artemis inh: 8
> c1ccc(-c2nnc(-c3ccccc3)o2)cc1
  Artemis inh: 1
> COc1ccc(S(=O)(=O)N(CC(=O)Nc2ccc3c(c2)OCO3)c2ccccc2OC)cc1
  Artemis inh: -5
> CCS(=O)(=O)N1CCCC(C(=O)NCCCOC)C1 (configuration not stated)
  Artemis inh: -8
> CCOC(=O)CSc1nnc(NCC(=O)OC(C)C)c(=O)[nH]1
  Artemis inh: -5
> COC(=O)c1nc2n(n1)C(c1ccccc1OC)C1=C(CCCC1=O)N2 (configuration not stated)
  Artemis inh: 2
> O=C(CSc1nnnn1-c1ccccc1)NC(=O)NCc1ccco1
  Artemis inh: -4
> CSC1=NCCN1C(=O)c1c(F)cccc1F
  Artemis inh: 8
> Cc1cc(=O)n2nc(N3CCCC(C(=O)N4CCc5ccccc54)C3)sc2n1 (configuration not stated)
  Artemis inh: -2
> O=C(Nc1ccc(N2CCCC2)c(Cl)c1)c1ccc2c(c1)OCCO2
  Artemis inh: 9
> Cc1ccc(OCc2nnc(SCC(=O)NCc3ccccc3)n2C)cc1
  Artemis inh: 7
> CCOC(=O)C1=C(C)N(C)C(=O)NC1c1c(C)nn(-c2ccccc2)c1C (configuration not stated)
  Artemis inh: -11
> Cc1oc(CSCC2CCCO2)cc1C(=O)O (configuration not stated)
  Artemis inh: 6
> O=C(Nc1nc(-c2ccccc2)cs1)c1cccs1
  Artemis inh: -4

> Cc1cc(-n2c(C)cc(C(=O)COC(=O)CN=C3NS(=O)(=O)c4ccccc43)c2C)no1
  Artemis inh: -4
> O=C(CCCOc1ccc(Cl)cc1)NCC1CCCO1 (configuration not stated)
  Artemis inh: -8
> CN(CCNC(=O)C1CCN(S(=O)(=O)N2CCOCC2)CC1)CCc1ccccc1
  Artemis inh: 7
> Cc1cccc(-n2cnc(C(=O)Nc3cccnc3)c2)n1
  Artemis inh: 9
> O=C(O)c1ccc(CN2C(=O)c3ccccc3S2(=O)=O)cc1
  Artemis inh: -8
> COc1cccc(C(=O)Oc2cc(N)n(S(=O)(=O)c3ccc(C)cc3)n2)c1OC
  Artemis inh: -2
> COC(=O)CSc1nnc(C)n1-c1ccc(C)cc1
  Artemis inh: -6
> Cc1ccc(-c2cc(C(=O)OCC(=O)Nc3cc(C)on3)c3ccccc3n2)c(C)c1
  Artemis inh: 8
> Cc1c(NC(=O)CN2C(=O)c3cccc4cccc2c34)c(=O)n(-c2ccccc2)n1C
  Artemis inh: -4
> CCN(CC)c1ccc(NC(=O)COC(=O)CCC(=O)c2ccc(F)cc2)cc1
  Artemis inh: 5
> COc1ccc(NC(=O)CSc2nnc(-c3ccccc3Cl)n2Cc2ccco2)c(OC)c1
  Artemis inh: 8
> O=C(O)c1ccccc1NS(=O)(=O)c1cccc2cccnc12
  Artemis inh: -13
> O=C(NC1=NCCS1)C12CC3CC(C1)CC(C(=O)NC1=NCCS1)(C3)C2
  Artemis inh: 0
> CCCS(=O)(=O)N1CCN(Cc2ccco2)CC1
  Artemis inh: -3
> O=C(NC1CCCC1)C1CCN(S(=O)(=O)c2cccc3cccnc23)CC1
  Artemis inh: -5

> COc1ccc(-c2noc(CCC(=O)NCCN(C)Cc3ccccc3)n2)cc1
  Artemis inh: -3
> COc1cccc(C(=O)CN2CCN(S(=O)(=O)c3ccc(Br)cc3)CC2)c1
  Artemis inh: 6
> CCOC(=O)N1CCN(c2nc3ccccc3nc2C(C#N)S(=O)(=O)c2ccc(C)cc2)CC1 (configuration not stated)
  Artemis inh: 33*
> O=C(c1ccc(F)cc1)N(Cc1ccccc1)C1CCS(=O)(=O)C1 (configuration not stated)
  Artemis inh: -1
> COc1ccc(NC(=O)c2cccs2)cc1NC(=O)c1ccco1
  Artemis inh: -3
> CCOC(=O)C1CCN(S(=O)(=O)c2cc(Cl)c(C)cc2OC)CC1
  Artemis inh: 4
> CCOc1nc(C)ccc1-c1noc(-c2ccccn2)n1
  Artemis inh: 10
> CCOC(=O)c1sc2ncn(C(CC)C(=O)OCC)c(=O)c2c1C (configuration not stated)
  Artemis inh: 7
> CCn1cc(C2Nc3ccccc3C(=O)N2O)c(C)n1 (configuration not stated)
  Artemis inh: 0
> CSCCC(NC(=O)c1ccco1)C(=O)O (configuration not stated)
  Artemis inh: -4
> CCOC(=O)c1c(NC(=O)Cn2nnc(-c3ccc(Cl)cc3)n2)sc(C)c1C
  Artemis inh: 0
> COc1ccc(NC(=O)CN2CCN(c3ccc(F)cc3)CC2)cc1Cl
  Artemis inh: 0
> O=C(CSc1nnc(COc2ccccc2F)n1-c1ccccc1)NCc1ccco1
  Artemis inh: -5
> COc1cc(C(=O)Oc2ccccc2/C=N/NC(=O)c2ccc(C)cc2)cc(OC)c1OC
  Artemis inh: -2
> Cn1c(SCC(=O)Nc2ccc3c(c2)OCO3)nnc1-c1cnccn1
  Artemis inh: -9

> COc1ccc(C(=O)N2CCc3cc(OC)c(OC)cc3C2c2cccc([N+](=O)[O-])c2)cc1OC (configuration not stated)
  Artemis inh: -3
> COc1ccc(CN2CCn3ncc(C(=O)Nc4ccc(Cl)cc4Cl)c3C2=O)cc1
  Artemis inh: -5
> CCC(=O)Nc1cccc(-n2nnnc2SCC(=O)NCc2ccco2)c1
  Artemis inh: 9
> Cc1c(NC(=O)NC(C)N2C(=O)C3C4C=CC(C4)C3C2=O)c(=O)n(-c2ccccc2)n1C (configuration not stated)
  Artemis inh: 4
> CCc1nnc(NC(=O)c2ccc(-c3ccc(Cl)cc3)o2)s1
  Artemis inh: 11
> O=C(O)C1CCCCC1C(=O)NCCc1ccncc1 (configuration not stated)
  Artemis inh: -11
> COC(=O)C(O)(CC(=O)Nc1cc(OC)c(OC)c(OC)c1)C(F)(F)F (configuration not stated)
  Artemis inh: -13
> CSc1cccc(NC(=O)Nc2ccc(Cl)cc2)c1
  Artemis inh: 0
> FC(F)(F)c1nc(Oc2ccccc2)c2ccccc2n1
  Artemis inh: 0
> CCCCOc1ccc(NC(=O)Cn2c(=O)ccc3c(C)cc(C)nc32)cc1
  Artemis inh: 9
> CC(=O)Nc1ccc(S(=O)(=O)n2nc(-c3ccc(C)cc3)nc2N)cc1
  Artemis inh: 1
> O=c1c2c3c(sc2nc2n1CCC2)CCC3
  Artemis inh: -11
> O=C(O)CCCNS(=O)(=O)c1ccccc1
  Artemis inh: 1
> CCCn1c(N)c(C(=O)CSc2nc3ccccc3n2CCC#N)c(=O)n(C)c1=O
  Artemis inh: 2
> O=C(c1cnn2c1NC(c1ccco1)CC2C(F)(F)F)N1CCN(c2cccc(Cl)c2)CC1 (configuration not stated)
  Artemis inh: 20

> O=C(CCN1C(=O)C2C3C=CC(C3)C2C1=O)N1CC(=O)N(CCc2ccccc2)C(=O)C1 (configuration not stated)
  Artemis inh: -14
> COc1ccccc1NC(=O)CN1CCN(c2ccccc2F)CC1
  Artemis inh: 1
> COc1ccc(C2(CNC(=O)CCC(=O)O)CCCC2)cc1
  Artemis inh: 3
> COc1ccc(C2=NN3C(C2)c2ccccc2OC32C(=O)N(C)c3ccccc32)cc1 (configuration not stated)
  Artemis inh: 3
> COC(=O)c1nnn(-c2nonc2N)c1CSc1nc2ccccc2s1
  Artemis inh: -1
> CC(=O)c1ccc(N2CCN(C(=O)COc3ccc(F)cc3)CC2)c(F)c1
  Artemis inh: -7
> Cc1cc(C)n(-c2nc3nonc3nc2Nc2cccc(C)c2C)n1
  Artemis inh: -2
> COc1cccc(NC2C=CS(=O)(=O)C2)c1 (configuration not stated)
  Artemis inh: -3
> Cc1cccc2cc(CN(Cc3ccco3)C(c3nnnn3CCc3ccccc3)C(C)C)c(=O)[nH]c12 (configuration not stated)
  Artemis inh: 17
> Cc1nc2scc(-c3cccs3)c2c(=O)n1-n1cccc1
  Artemis inh: -2
> COc1cc(OC)c2c(c1)C(=O)c1cc(OC)cc(OC)c1C2=O
  Artemis inh: -3
> Cc1cc2ncn(C(=O)N3CCC(C)CC3)c2cc1C
  Artemis inh: 15
> N#Cc1ccccc1NC(=O)COC(=O)CSc1nc2ccccc2o1
  Artemis inh: 13
> O=C(CSc1nnc(-c2ccncc2)n1Cc1ccco1)c1ccc(Cl)cc1
  Artemis inh: 2
> Cc1ccc(OCC(=O)n2nc(C)cc2C)c(C)c1
  Artemis inh: 3

> CCOC(=O)c1c(NC(NC(C)=O)C(Cl)(Cl)Cl)sc(C(C)=O)c1C (configuration not stated)
  Artemis inh: -5
> COCCN(CCOC)S(=O)(=O)c1ccc(C(=O)Nc2nnc(C3CC3)o2)cc1
  Artemis inh: -5
> CCc1nc(SCC(=O)NCCc2ccccc2)n[nH]1
  Artemis inh: -23
> O=C(O)CCN1/C(=C/C=Nc2ccccc2)Oc2ccccc21
  Artemis inh: -2
> Cc1ccccc1-n1cnnc1SCC(=O)N1CCN(c2ccccc2)CC1
  Artemis inh: 3
> Cc1ccc(NC(=O)CSc2nnc([C@@H]3CCCN3C(=O)OC(C)(C)C)o2)c(C)c1
  Artemis inh: 0
> O=C1N(CCCCN2C(=O)C3(OCCO3)c3ccccc32)c2ccccc2C12OCCO2
  Artemis inh: -5
> CCOC(=O)CSc1nc2ccccc2c(=O)n1CC1CCCC1
  Artemis inh: 13
> CC(C)NS(=O)(=O)c1ccc(OCC(=O)NCc2ccc3c(c2)OCO3)c(Cl)c1
  Artemis inh: -9
> COC(=O)C1(S(=O)(=O)c2cc(Br)cc3c2N(C(C)=O)CC3)CC1
  Artemis inh: 2

In a second layout: results already given
Structure	Artemis inh
CCOC(=O)CSc1nc2ccccc2c(=O)n1CC1CCCC1	13
CC(C)NS(=O)(=O)c1ccc(OCC(=O)NCc2ccc3c(c2)OCO3)c(Cl)c1	-9
COC(=O)C1(S(=O)(=O)c2cc(Br)cc3c2N(C(C)=O)CC3)CC1	2

Screening results (PubChem BioAssay)
